Screens as filed in PubChem.
D1 potentiator: human D1 dopamine receptor positive modulation; P21728; HEK293 TREx D1 cells, calcium flux, dopamine EC20 potentiation; potentiation, % at 10 µM; hit rate 0.036% among 360,000; AID 504651; in the data active = potentiation above about 30%; also: 0% is about no effect
TRHR PAM: TRH receptor (human) allosteric enhancement | enhancement, % at 2 µM | P34981 | TRHR cells, fluo-8 calcium fluorescence, EC20 TRH enhancement | hit rate 0.66% among 360,000; in the data active = enhancement above about 30%; also: 0% is about no effect
Target sequence (P34981 whole entry, looked up): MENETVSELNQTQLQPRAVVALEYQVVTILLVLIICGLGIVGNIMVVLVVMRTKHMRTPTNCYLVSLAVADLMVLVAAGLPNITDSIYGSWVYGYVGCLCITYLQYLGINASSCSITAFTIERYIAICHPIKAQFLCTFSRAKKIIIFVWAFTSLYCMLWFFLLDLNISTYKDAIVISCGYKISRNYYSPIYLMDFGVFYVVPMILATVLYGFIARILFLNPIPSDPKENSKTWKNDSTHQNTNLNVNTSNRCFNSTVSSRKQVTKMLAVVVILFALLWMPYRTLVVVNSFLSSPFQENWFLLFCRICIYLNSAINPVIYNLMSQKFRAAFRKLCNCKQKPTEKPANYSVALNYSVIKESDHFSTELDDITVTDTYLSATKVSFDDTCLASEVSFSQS
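TRHR-expressing cells loaded with fluo-8 calcium dye were read kinetically (ex 480/em 530) during compound addition, then stimulated with an EC20 of TRH (10 nM final). Enhancement of the Gq-mediated intracellular calcium response was scored.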
D2 agonist: D2 dopamine receptor (human) agonism; P14416; HEK293 T-REx D2 cells, calcium flux agonist mode; activation, % at 2 µM; hit rate 0.53% among 340,000; AID 485358;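 active = activation over 3 SD above normal in the single-dose calcium agonist read, cut at about 30% in these data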; also: 0% is about no effect
Target sequence (P14416 whole entry, looked up): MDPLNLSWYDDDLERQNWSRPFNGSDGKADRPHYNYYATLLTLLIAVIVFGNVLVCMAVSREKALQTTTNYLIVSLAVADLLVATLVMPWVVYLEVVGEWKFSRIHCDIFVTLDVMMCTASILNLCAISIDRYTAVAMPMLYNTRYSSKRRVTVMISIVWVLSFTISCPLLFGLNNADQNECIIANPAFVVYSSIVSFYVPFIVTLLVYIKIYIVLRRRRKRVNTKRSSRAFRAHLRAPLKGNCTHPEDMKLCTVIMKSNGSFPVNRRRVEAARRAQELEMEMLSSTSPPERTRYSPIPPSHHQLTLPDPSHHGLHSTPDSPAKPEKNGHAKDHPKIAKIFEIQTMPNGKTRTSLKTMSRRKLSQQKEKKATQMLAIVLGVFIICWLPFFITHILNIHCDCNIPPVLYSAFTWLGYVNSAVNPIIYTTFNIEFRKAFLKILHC
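Agonism scored from kinetic calcium signal (1 read/sec, 180 s) following compound pin transfer, after a 10 s baseline. Cells: HEK293 Trex line expressing inducible D2 receptor coupled to calcium, dye-loaded after overnight culture at 30 C.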
RXFP1 antagonist: RXFP1 (human) relaxin receptor antagonism. Q9HBX9. HEK293-RXFP1, relaxin-stimulated cAMP HTRF, 30 min; stronger effect = lower value. activity change, negative = inhibition, % at 57.5 µM. hit rate 0.59% among 350,000;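 active = activity change of -60% or lower, but not beyond a set lower limit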; also: % is scaled to controls: 0 for no effect and ±100 for the full control effect
D2 PAM: positively modulates the human D2 dopamine receptor allosterically; P14416; HEK293 T-REx D2, calcium flux, EC20 dopamine potentiation; potentiation, % at 10 µM; hit rate 0.34% among 340,000;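 active = potentiation over 3 SD above the plate norm, cut at about 30% in these data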; also: 0% is about no effect
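Cells plated with tetracycline inducer and held overnight at 30 C; calcium dye loaded 30–90 min at room temperature; baseline taken, compound added and read 180 s; EC20 dopamine then added and read 180 s.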
D1 antag: blocks dopamine activation of the human D1 receptor. activity change, negative = inhibition, % at 10 µM. P21728. AID 504652. hit rate 3.2% among 360,000. HEK293 TREx D1 cells, calcium flux, dopamine EC80; stronger effect = lower value; in the data active = activity change below about -30%; also: % is scaled to controls: 0 for no effect and ±100 for the full control effect
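HEK293 T-REx cells expressing inducible, force-coupled D1 receptor; no-wash Ca dye, 30–90 min RT. Cmpd → 180 s read at 1 Hz → EC80 DA → 180 s read.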
D1 agonist: activates the human D1 dopamine receptor | P21728 | HEK293 T-REx D1 cells, calcium flux, agonist mode | activation, % at 2 µM | hit rate 1% among 360,000 | AID 504660; also: 0% is about no effect
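Agonism was scored from calcium flux recorded over 180 s (1 read/s) after pintool compound addition, following a 10-cycle baseline. Cells were inducible force-coupled HEK293 TREx D1, plated overnight at 30 C and loaded with no-wash calcium dye.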
TRHR agonist: TRH receptor (human) agonism; activation, % at 2 µM; TRHR cells, calcium flux fluo-8, FDSS agonist mode; hit rate 0.18% among 360,000; P34981; AID 493084; also: 0% is about no effect
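TRHR-expressing cells loaded with fluo-8 calcium dye; 23 nL library compound pin-transferred, kinetic FDSS fluorescence (Ex 480/Em 530) recorded about 180 s for agonist-induced calcium release, before a 10 nM TRH EC20 addition for potentiator mode.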
D2 antagonist: antagonists of human D2 dopamine receptor; HEK293 TREx D2 cells, calcium flux, dopamine EC80; AID 485344; inhibition, % at 10 µM; hit rate 2% among 340,000; P14416; in the data active = inhibition above about 30%; also: 0% is about no effect
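In this primary screen, negative modulation is detected by tracking calcium flux after an EC80 dopamine challenge in inducible HEK293 T-REx D2 cells preexposed to test compound for 180 s.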
Numbers without * were called inactive; x = no result given. Rule as the data show it, unless noted: active = activation above about 30%; inactive = the rest.

The first 3 compounds, to show the layout:
Each structure is followed by: D1 potentiator, TRHR PAM, D2 agonist, RXFP1 antagonist, D2 PAM, D1 antag, D1 agonist, TRHR agonist, D2 antagonist
CCOC(=O)c1c(N)n(-c2cccc(C)c2C)c2nc3ccccc3nc12
 : 2, -4, 1.2, 6, 5, -2, 1, 0.0, x
c1ccc2c(-c3nn4nnnc4c4ccccc34)cccc2c1
 : 0, -15, x, -16, x, 16, 3, 0.9, x
CCOC(=O)c1c(NC(=O)CSc2nnnn2CC)sc(C)c1C
 : -1, -2, -0.8, 4, 14, -3, 0, -1.6, 11

The list itself (from the top)
Each structure is followed by: D1 potentiator, TRHR PAM, D2 agonist, RXFP1 antagonist, D2 PAM, D1 antag, D1 agonist, TRHR agonist, D2 antagonist
CCOC(=O)c1c(N)n(-c2cccc(C)c2C)c2nc3ccccc3nc12
 : 2, -4, 1.2, 6, 5, -2, 1, 0.0, x
c1ccc2c(-c3nn4nnnc4c4ccccc34)cccc2c1
 : 0, -15, x, -16, x, 16, 3, 0.9, x
CCOC(=O)c1c(NC(=O)CSc2nnnn2CC)sc(C)c1C
 : -1, -2, -0.8, 4, 14, -3, 0, -1.6, 11
Cc1nc2nc(CNC(=O)OC(C)(C)C)nn2c(C)c1CCC(=O)Nc1ccc2c(c1)OCO2
 : 4, 4, 0.5, -6, 9, 2, 3, 0.5, 21
CN(C(=O)COC(=O)/C=C/c1ccc(F)cc1)c1c(N)n(Cc2ccccc2)c(=O)[nH]c1=O
 : -8, 0, x, -10, x, 7, 1, 0.0, x
CC(C)c1ccccc1NC(=O)COC(=O)c1cc([N+](=O)[O-])ccc1N1CCOCC1
 : 1, -7, x, 4, 7, -15, 1, -0.5, x
NC(=NC1CCCCC1)NS(=O)(=O)c1ccccc1
 : 8, -4, x, 1, x, 2, 2, -0.6, x
O=C(O)CSc1c2c(nc3cc(C(=O)NCCN4CCOCC4)ccc13)CCC2
 : -5, -8, 0.4, -10, 11, 2, 2, -0.1, -1
O=C(NCCN1CCOCC1)c1ccc(=O)oc1
 : -5, 0, 0.9, -6, -9, -12, 0, 0.3, -3
Cc1ccc(C)c(Cn2c(O)c(N=NC(=S)Nc3ccccc3F)c3ccccc32)c1
 : -4, 3, 0.6, -3, -8, -19, 1, 0.5, 13
O=C(NNC(=O)c1ccc(F)cc1)c1ccncc1
 : -17, -7, -0.1, -2, -6, 6, 0, 0.5, 4
O=C(CSc1nnc(CNC(=O)c2cccs2)o1)Nc1ccccc1
 : -5, 0, -0.1, 4, 2, 3, 2, 0.7, 2
Cc1nnc(NC(=O)CSCc2c(C)noc2C)s1
 : -4, 15, -1.6, -7, 4, -17, -1, 0.1, -9
CCCCN(C)CCC(=O)Nc1ccc2c(c1)CCC2
 : 0, -9, 0.3, -37, 11, -25, 10, -0.7, 6
CCC(=O)Nc1ccc(N2CCN(C(=O)c3cccs3)CC2)cc1
 : 3, 0, 1.2, 2, 17, 14, 2, 0.4, 10
CCCc1nnc(NC(=O)CCC(=O)N2CCN(c3ccccc3)CC2)s1
 : 4, 19, 6.7, -3, -2, -2, 6, -0.5, 3
CC(C)c1ccccc1NC(=O)c1ccco1
 : 2, -4, -1.0, 0, -1, 10, 1, 0.1, 9
CN(CC(=O)Nc1ccc(C#N)cc1)Cc1ccc(Cl)c(Cl)c1
 : -10, 12, -0.4, 4, -7, -4, 4, 0.1, -18
CC(Oc1ccc2c(c1)c1ccnc3c4ccccc4c(=O)n2c13)C(=O)NCCN1CCOCC1 (configuration not stated)
 : 1, 2, x, x, x, -9, 0, 0.0, x
CN(C)C(=O)c1ccc(NC(=O)COC(=O)/C=C/c2cccs2)cc1
 : 1, 16, -0.3, -10, 6, -5, 1, 0.8, -5
Cc1ccc(NC(=O)CN(c2ccc(Cl)cc2)S(=O)(=O)c2cc([N+](=O)[O-])ccc2Cl)cc1
 : -7, -4, 0.1, 11, 3, 7, 0, 0.3, -3
Cc1cc(-c2nnc(CCC(=O)N(C)Cc3cccc4ccccc34)o2)no1
 : -2, -3, -0.2, -1, -5, 16, 4, -0.9, 15
Cc1ccn2c(CNC(C)CCn3cccn3)c(C(=O)N3CCCCCC3)nc2c1 (configuration not stated)
 : 0, -1, -0.5, 3, -8, 4, 2, 0.0, 9
O=C(COc1cccc(F)c1)NNC(=O)Cc1ccc(S(=O)(=O)N2CCOCC2)s1
 : -3, -3, 0.2, -5, 10, 5, 1, -0.6, -29
CCN(CC)C(=O)c1sc2c(c1C)c(=O)n(CCc1ccccc1)c(=O)n2Cc1ccc(F)cc1Cl
 : 0, -4, 0.1, 1, 3, 8, 0, 0.2, x
CN(c1ccccc1)S(=O)(=O)c1cccc(NC(=O)Cc2ccc(Cl)cc2)c1
 : -10, -2, 0.6, 3, -6, -23, 4, 1.8, -12
COc1cccc(Nc2ccc(C(=O)O)cc2N)c1
 : 14, -7, -0.8, -9, 0, -10, 3, 0.3, 4
O=C(NCc1ccncc1)c1cnccn1
 : 5, 3, -0.4, 1, -6, 3, 1, 0.1, 5
O=C(CSc1nc(-c2ccccc2)cn1-c1ccccc1F)Nc1ccc(F)cc1
 : 3, 0, 0.2, -8, -1, -19, 5, 0.4, x
CCN(CC(=O)Nc1c(F)cccc1F)C(=O)C1CCN(C(=O)c2ccc(F)cc2)CC1
 : -3, 1, 0.3, -2, -7, -11, 3, -0.1, 8

Next section
Each structure is followed by: D1 potentiator, TRHR PAM, D2 agonist, RXFP1 antagonist, D2 PAM, D1 antag, D1 agonist, TRHR agonist, D2 antagonist
COc1cccc([C@@H]2CC=C(C(=O)O)[C@H](c3cccc(Cl)c3)N2S(=O)(=O)c2ccc(C)cc2)c1
 : -1, 4, 0.1, x, -12, -16, 1, -0.4, 3
Cc1c(Cl)cccc1-n1ncc(C(=O)NCCN2CCN(C)CC2)c1C1CCN(C(=O)OC(C)(C)C)CC1
 : 2, 24, 1.9, -6, -3, 13, 4, 1.3, x
Nc1c(Nc2ccccc2)c2ccccc2oc1=O
 : -8, -3, -0.2, 5, -3, 11, 2, 0.3, 11
CCc1cccc(CC)c1NC(=O)C(CC)n1nc(C)n2c(cc3cc(C)ccc32)c1=O (configuration not stated)
 : 4, -2, x, x, 6, -21, 5, -1.4, x
COCCNC(=S)Nc1cc(OC)c(OC)cc1C#N
 : 3, -7, -1.0, 2, 7, 0, 4, -1.2, 0
O=C(NCc1ccc(N2CCCC2=O)cc1)C1CCC(=O)N(Cc2ccccc2F)C1 (configuration not stated)
 : -2, 3, 0.9, -6, 5, -2, 1, 1.0, 0
CN(C)/C=C1\C(=O)N(c2ccc(Cl)cc2)CS1(=O)=O
 : -6, -5, -0.1, 2, -9, 1, 0, -0.2, -1
CC(=O)Nc1ccc(NC(=O)C2CC(=O)N(c3cccc(C)c3C)C2)cc1 (configuration not stated)
 : -4, -1, 0.6, -7, 13, 0, 5, 0.0, 2
CCCc1nn2c(=O)cc(COC(=O)c3cccc(NC(=O)c4cccs4)c3)nc2s1
 : 2, 0, 1.7, -2, 5, 3, 0, -0.8, x
O=C(NCc1ccc2c(c1)OCO2)c1ccc(CS(=O)Cc2cccc(Cl)c2)o1 (configuration not stated)
 : 6, -4, -0.2, 11, 3, -10, -1, -0.4, -6
Cc1cccnc1Nc1nc(-c2ccc(O)cc2)cs1
 : -7, 9, -1.2, -26, 6, 4, 2, -0.3, 3
CCOC(=O)c1ccccc1NC(=O)CSc1nnc(Cc2cccn2C)n1-c1ccc(F)cc1
 : -6, -3, -0.1, 14, 10, 8, 4, -1.3, -22
O=C(CN1CCCCCC1)NC(c1ccccc1)c1ccccc1
 : 6, -10, -2.9, -12, -9, -3, 5, -0.6, -9
c1cnc2ncc3sccc3c2c1
 : -5, 1, 3.1, -2, 0, 13, 6, 0.4, -3
O=C(NNC(=S)NCc1ccco1)c1ccc(Cl)s1
 : -1, -7, 0.1, 13, 3, 12, 2, -0.1, 33*
COc1cc2c(cc1OC)CN(CC(=O)NC(=O)NC(C)(C)C)CC2
 : 2, 6, x, 12, x, -3, -1, 1.2, x
CC(NC(=S)Nc1ccc(OC(F)F)c(Cl)c1)C(C)(C)C (configuration not stated)
 : -14, -25, 3.6, -19, -9, -88*, 20, 3.1, 23
COc1ccc(-c2ccc(C(=O)O)c(=O)[nH]2)cc1
 : -2, -3, 0.8, -5, 2, -30*, 5, 0.0, -10
Cc1ccc(S(=O)(=O)N2CCCCC2)cc1NC(=O)COC(=O)Cc1cccc2ccccc12
 : -9, -10, 0.3, -4, -4, -5, 6, 0.7, 4
Cc1c(Nc2cc(N3CCCCCC3)c3nonc3c2[N+](=O)[O-])c(=O)n(-c2ccccc2)n1C
 : -7, -8, 0.8, -6, -8, 8, 4, -0.1, 6
O=C(N/N=C\c1cn[nH]c1-c1ccccc1)c1cccs1
 : -2, -5, 0.2, -3, -6, 6, 0, 0.1, 15
CNC(=S)N(Cc1ccc(OC)cc1)C1CC(=O)N(c2ccc(Cl)cc2)C1=O (configuration not stated)
 : 3, 7, x, -11, x, -2, 0, 0.0, x
O=C(CCCc1ccccc1)Nc1ccc(S(=O)(=O)N2CCOCC2)cc1
 : 4, 2, 1.0, 2, 1, 7, 5, 0.9, -6
Cc1no[n+]([O-])c1COc1ccc(/C=C2\NC(=S)NC2=O)cc1
 : -3, 12, -1.4, -7, -4, -6, 4, 1.2, -7
Cc1cccc(C)c1N1CCN(C(=O)Cn2cncn2)CC1
 : -2, 0, -0.2, 10, -3, 9, -1, 0.1, 16
Cc1cc(C)cc(Oc2nc3c(C)cccn3c(=O)c2/C=C(\C#N)c2nc3ccccc3s2)c1
 : -8, 54*, -0.7, 6, 13, -12, 9, -0.3, x
COc1cc(OC)cc(C(=O)Nc2nc(CC(=O)NCc3ccccc3OC)cs2)c1
 : -4, 6, -0.5, -17, 1, -4, 3, 1.7, -22
C=CCn1c(-c2ccncc2)n[nH]c1=S
 : -2, 18, -0.5, 3, 11, 4, 3, 0.4, -15
COc1ccc(CC(=O)O/N=C(\N)c2ccccc2)cc1OC
 : -2, -6, 0.6, 25, 2, -4, 4, 0.3, -6
C=CCn1nnnc1SCC(=O)Nc1ccccc1C(=O)OC
 : 2, 0, x, 4, x, -7, 0, -0.5, x
